TcdB GH inh: inhibitors of Clostridioides difficile toxin B glycohydrolase. P18177. AID 652162. TcdB glycohydrolase enzymatic assay, plate reader. inhibition, % at 9.99 µM. actives 0.24% (n = 350,000); in the data active means inhibition above about 10%
SSB-PriA inh: blocks PriA binding to SSB C-terminal tail. AlphaScreen SSBct-PriA binding, biotinylated peptide. inhibition, % at 33 µM. actives 0.6% (n = 430,000). AID 1272365; in the data active means inhibition mostly above about 37%, no sharp cut-off; inactive means mostly below about 20%;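 further: plate controls were negative control peptide for no effect and reference peptide for full effect; strong numbers were not always called active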
Rv3671c inh: inhibits the M. tuberculosis serine protease Rv3671c; inhibition, % at 5.96 µM; actives 0.048% (n = 320,000); AID 2606; in the data active means inhibition above about 38%;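 further: extracellular domain of Rv3671c used as enzyme; 0% = enzyme with DMSO and 100% = no enzyme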
Target sequence (P9WHR9 whole entry, looked up, the tested form may be a part): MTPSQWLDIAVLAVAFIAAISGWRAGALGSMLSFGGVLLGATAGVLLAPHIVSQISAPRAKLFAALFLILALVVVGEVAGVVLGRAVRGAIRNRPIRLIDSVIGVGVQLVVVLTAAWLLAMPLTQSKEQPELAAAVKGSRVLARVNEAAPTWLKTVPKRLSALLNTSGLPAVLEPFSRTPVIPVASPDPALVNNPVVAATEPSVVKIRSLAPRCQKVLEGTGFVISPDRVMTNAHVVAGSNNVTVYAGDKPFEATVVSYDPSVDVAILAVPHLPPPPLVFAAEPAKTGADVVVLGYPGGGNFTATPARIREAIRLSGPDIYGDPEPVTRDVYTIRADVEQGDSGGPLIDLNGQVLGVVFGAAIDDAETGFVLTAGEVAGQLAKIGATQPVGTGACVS
PrPC surface inh: reduces human prion protein on the cell surface; cell surface PrPC, TR-FRET read-out; inhibition, % at 13.8 µM; actives 0.43% (n = 370,000); in the data active means inhibition above about 24%; further: 0% = median of the test wells and 100% = reference compound wells
DUSP3 inh: inhibitors of human VHR1 phosphatase (DUSP3) | inhibition, % at 13.3 µM | P51452 | AID 1654 | actives 0.52% (n = 290,000) | recombinant VHR phosphatase, pNPP absorbance; in the data active means inhibition above about 50%; further: some compounds called inactive have numbers as strong as hits
Target sequence (P51452 whole entry, looked up): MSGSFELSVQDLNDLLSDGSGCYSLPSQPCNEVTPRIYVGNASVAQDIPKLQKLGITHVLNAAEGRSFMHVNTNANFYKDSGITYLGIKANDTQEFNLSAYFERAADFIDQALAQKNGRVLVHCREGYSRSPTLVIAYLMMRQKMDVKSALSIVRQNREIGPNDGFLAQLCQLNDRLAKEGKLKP
BH1578 lux ind: inducers of Vibrio cholerae quorum light production without autoinducers. actives 0.16% (n = 350,000). activation, % at 18.7 µM. V. cholerae BH1578 lux reporter, luminescence, 6 h; in the data active means activation mostly above about 9.7%, no sharp cut-off; further: not every result past the cut was called active; inactives centre near 0; reference of the scale not given here
MazEF act: activators of E. coli MazEF toxin-antitoxin RNase. P0AE70. FAM/BHQ RNA-DNA oligo cleavage fluorescence, 5 h. activation, % at 20 µM. actives 0.32% (n = 350,000); in the data active means activation above about 50%
Target sequence (P0AE70 whole entry, looked up): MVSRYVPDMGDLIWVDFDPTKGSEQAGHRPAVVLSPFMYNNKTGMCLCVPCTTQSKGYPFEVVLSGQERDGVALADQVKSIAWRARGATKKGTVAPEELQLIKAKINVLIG
CCHFV vOTU inh: CCHFV vOTU protease inhibition. Pep-AMC fluorescence. inhibition, % at 11.5 µM. actives 0.55% (n = 370,000); in the data active means inhibition above about 30%; further: 0% = vehicle wells with enzyme and 100% = no enzyme wells
Y pestis TopoI: inhibitors of Yersinia pestis topoisomerase I | Y. pestis Topo-I cleavage product accumulation, plate reader | activity, % at 10 µM | actives 0.064% (n = 360,000) | AID 504884; in the data active means activity above about 50%, passing the limit was not always enough; further: inactives centre near 2
3CLpro inhibitor: SARS-CoV 3CLpro protease inhibition; P0C6X7; recombinant SARS-CoV 3CLpro, quenched FRET peptide cleavage; inhibition, % at 6 µM; actives 0.14% (n = 290,000); AID 1706; in the data active means inhibition above about 12%
* = called active by the depositor; i = inactive; nt = no result given; & = joins results of further samples. Some of the compounds tested. The share of hits here may be higher or lower than overall.

1: COc1ccc(CCNC(=O)C2CCN(C(=O)c3ccc(F)cc3)CC2)cc1
2: Cc1cc2c(c(=O)n1Cc1ccccn1)C(C(C)C)C(C#N)=C(N)O2 (configuration not stated)
3: O=[N+]([O-])c1ccc(O)c(C=Nc2ccc3c(c2)OCO3)c1
4: CCNc1nc(OC)nc(N(OC)S(=O)(=O)c2ccc(C)cc2)n1
5: Cc1cc(OCC(O)CN(CCO)CCO)ccc1Cl (configuration not stated)
6: COc1ccc(OCC(=O)N2CCOCC2)cc1
7: CCOC(=O)/C(C#N)=C/Nc1ccsc1C(C)=O
8: COc1cccc(CN(C)C(=O)c2cccc(S(=O)(=O)Nc3cccc(C)c3)c2)c1OC
9: COCCNC(=O)C(=O)Nc1ccc(Cl)cc1C
10: COc1cc(/C=C(/NC(=O)c2ccccc2)C(=O)Nc2ccc(O)cc2)c([N+](=O)[O-])cc1OC

assay / compound,1,2,3,4,5,6,7,8,9,10
TcdB GH inh,-0.7,nt,0.5,1.8,nt,nt,-0.7,1.9,1.4,13*
SSB-PriA inh,-6,4,-2,-13,-9,0,nt,-7,-13,9
Rv3671c inh,5,-4,7,-4,-2,-1,4,nt,4,-8
PrPC surface inh,8,3,2,4,2,4,-17,2,1,-32
DUSP3 inh,43,7,8,17,-4,7,-14,nt,46,18
BH1578 lux ind,i,-1.7,i,i,i,i,-0.5,-3.8,i,-0.7
MazEF act,-5,9,6,1,3,5,2,-6,-1,6
CCHFV vOTU inh,-6,4,22,-9,8,-13,12,15,-10,2
Y pestis TopoI,8,-2,8,-4,0,10,0,16,1,-13
3CLpro inhibitor,2,-3,4,-2,-3,1,-5,nt,2,-2

11: CC(=O)N1c2ccc(S(=O)(=O)NCCC(=O)Nc3ccc(F)cc3)cc2CC1C (configuration not stated)
12: Cc1cccn2c(Nc3ccccc3)c(-c3ccccn3)nc12
13: CC(C)C(=O)OCCN=C1NS(=O)(=O)c2ccccc21
14: CC(C)C(C(=O)Nc1ccc2c(c1)OCCOCCOCCOCCO2)N1C(=O)c2ccccc2C1=O (configuration not stated)
15: O=C(NCc1ccccc1Cl)c1ccc2c(=O)n(CCCN3CCCC3=O)c(=S)[nH]c2c1
16: Cc1ccc(NC(=S)NCCCN2CCOCC2)cc1
17: CCOC(=O)C1=C(CC)OC(N)=C(C#N)C1c1ccc(NC(C)=O)cc1 (configuration not stated)
18: O=C(N/N=C/C=C\c1cccc([N+](=O)[O-])c1)c1ccccn1
19: O=C(O)/C=C/C(=O)NNC(=O)c1ccc(Cl)cc1Cl
20: CCCC(=O)Nc1ccc2oc(-c3ccncc3)nc2c1

assay / compound,11,12,13,14,15,16,17,18,19,20
TcdB GH inh,-6.5,4.5,nt,1.1,nt,-0.2,nt,0.5,-1.4,nt
SSB-PriA inh,-6,38,-8,1,-22,1,-9,nt,-5,3
Rv3671c inh,3,2,-12,4,-3,-12,-1,-10,2,-10
PrPC surface inh,1,7,3,-3,-3,-3,-4,-8,-1,-5
DUSP3 inh,23,14,8,11,27,-6,46,30,22,32
BH1578 lux ind,-0.9,-0.2,1.7,-0.3,1.9,-6.8,-0.3,i,-0.4,4.2
MazEF act,-3,3,2,6,0,0,-4,3,9,6
CCHFV vOTU inh,7,2,-7,-12,5,7,-4,11,-4,-14
Y pestis TopoI,-2,5,5,13,-4,4,1,0,10,6
3CLpro inhibitor,1,4,2,-3,-1,7,0,2,-1,1

21: COc1ccc([C@H]2CC(=O)C=C(c3ccc(F)cc3OCc3ccccc3)C2)cc1OC
22: CC(=O)CC(C)=NCCN=C(C)CC(C)=O
23: CCOC(=O)c1c(CN(C)C)oc2cc(CN(C)C)c(O)c(CSc3ccccc3)c12
24: COc1ccc(S(=O)(=O)N2CCOCC2)cc1NC(=O)CSc1cc(C)ccc1C
25: O=C(O)CN1C(=O)/C(=C\c2cccc(OCc3ccccc3F)c2)SC1=S
26: CC(=O)c1cccc(CN2CCC(n3nccc3NC(=O)CCCc3ccccc3)CC2)c1
27: CC(=O)NCCc1ccc(S(=O)(=O)NCc2ccc3c(c2)OCO3)cc1
28: CC(C)(C)N/N=C1\CC(c2ccccc2)Oc2ccccc21 (configuration not stated)
29: COc1cccc(C2=CC(=O)C[C@H](c3ccc(F)cc3)C2)c1OC
30: Nc1nonc1-n1nnc(C(=O)N/N=C/c2cccnc2)c1CSc1ccc(Cl)cc1

assay / compound,21,22,23,24,25,26,27,28,29,30
TcdB GH inh,4.4,nt,nt,2.5,-2.3,-2.8,nt,nt,0.5,0.8
SSB-PriA inh,-10,-11,10,50*,-1,-9,-4,nt,-19,nt
Rv3671c inh,-10,2,-4,nt,-16,-2,2,0,-9,-30
PrPC surface inh,1,-8,-7,-5,5,-8,2,5,-1,-2
DUSP3 inh,nt,-2,2,nt,-24,-5,0,5,nt,24
BH1578 lux ind,i,i,i,i,-0.6,-0.8,-6.2,-0.2,7.1,-6.7
MazEF act,-4,0,-5,4,4,-1,2,-4,-24,11
CCHFV vOTU inh,6,5,1,18,26,15,-6,-7,6,12
Y pestis TopoI,25,8,0,0,-7,31,5,13,-7,-18
3CLpro inhibitor,nt,3,-5,nt,3,1,-8,-1,nt,-4

31: N=c1c2c(n(Cc3ccccc3)c3c1CCC3)CCC2
32: Cc1cc(NC(=O)CS(=O)(=O)c2cn(Cc3ccccc3Cl)c3ccccc23)no1
33: O=C(c1cccc(S(=O)(=O)N2CCCCCC2)c1)N1CCN(c2ccccc2F)CC1
34: COc1ccc(NC(C#N)c2ccccc2OCc2ccccc2)cc1 (configuration not stated)
35: O=C(CS(=O)CC(=O)N(CC(=O)NC1CCCC1)c1ccc2c(c1)OCCO2)Nc1ccc(F)cc1 (configuration not stated)
36: Cc1ccc(-n2nnnc2-c2cnc3cc4c(cc3c2C)OCO4)cc1
37: CCN(CC)S(=O)(=O)c1ccc(NC(=O)COc2cccc(-n3cnnn3)c2)cc1
38: C#CCN1C(=O)C(O)(CC(=O)c2cc(OC)ccc2OC)c2ccccc21 (configuration not stated)
39: CC1CCCCN1C(=O)COC(=O)CSc1ccc(C(N)=O)cc1[N+](=O)[O-] (configuration not stated)
40: CCc1cc(C(=O)N/N=C/c2ccc(O)cc2)c2ccccc2n1

assay / compound,31,32,33,34,35,36,37,38,39,40
TcdB GH inh,nt,nt,-0.8,0.9,nt,nt,0.1,nt,-2.2,1.6
SSB-PriA inh,-3,-15&12,5,-10,-14,-17,3,-5,2,nt
Rv3671c inh,-7,-9,7,-4,-5,6,-15,0,nt,0
PrPC surface inh,6,1,4,7,-1,-4,1,-8,-21,0
DUSP3 inh,30,3,5,-9,41,34,nt,48,nt,5
BH1578 lux ind,i,i,i,-0.4,nt,i,i,-0.5,i,-0.3
MazEF act,2,4,6,-1,0,-2,1,11,-5,-9
CCHFV vOTU inh,-9,5,6,16,1,-7,11,-7,-5,11
Y pestis TopoI,10,-10,18,-3,12,-10,3,-11,-6,-4
3CLpro inhibitor,0,7,6,-4,2,2,nt,-2,nt,-7

41: COc1ccc(Br)cc1CNCCSc1nnnn1C
42: CCN(CC)CCCNC(=O)CC1Sc2ccccc2NC1=O (configuration not stated)
43: Clc1ccc(-c2cccs2)nn1
44: C=CCc1c(N(CC)CC)nc(C)[nH]c1=O
45: Cc1ccc(SCCC(=O)N2CCC(C)CC2)cc1
46: CC1CC(C)CN(C(=O)c2ccc(NS(=O)(=O)c3ccc4[nH]c(=O)[nH]c4c3)cc2)C1 (configuration not stated)
47: Cn1c(Cc2ccccc2)nnc1SCC(=O)NCCc1ccccc1
48: CCCCn1c(SCC(=O)Nc2cc(C)on2)nnc1-c1cccs1
49: CCN(c1ccc(NC(=O)COC(=O)c2ccc3ccccc3n2)cc1)C(C)C
50: CCN(CC)c1ccc(/C=N/N2CCOCC2)cc1

assay / compound,41,42,43,44,45,46,47,48,49,50
TcdB GH inh,nt,nt,0.7,3.1,nt,-1.2,-0.1,0.6,nt,nt
SSB-PriA inh,-12,-14,-14,-11,-23,9,8,-7,-27,nt
Rv3671c inh,2,-1,-17,4,2,18,1,4,-1,-2
PrPC surface inh,1,6,0,-2,4,-10,6,3,-2,4
DUSP3 inh,35,-10,22,8,12,nt,13,34,25,13
BH1578 lux ind,i,-33,0.6,-0.4,-0.3,-1.4,1.9,-0.5,i,-3.0
MazEF act,12,-6,-1,-1,6,2,7,8,4,-6
CCHFV vOTU inh,-2,1,16,-11,-3,8,25,-4,2,0
Y pestis TopoI,7,2,-5,13,17,-3,-2,11,16,-5
3CLpro inhibitor,3,-1,2,2,0,nt,0,2,1,0

51: O=C(Oc1ccc(N2C(=O)CCC2=O)cc1)c1ccco1
52: CCn1c(SCC(=O)N2CCc3ccccc32)nnc1-c1ccco1
53: NC(=O)c1oc2ccccc2c1NC(=O)CCc1ccccc1
54: CCC(=O)Nc1nc2ccc([N+](=O)[O-])cc2s1
55: COC(=O)c1c(-c2ccc(C)cc2)csc1NC(=S)NC(=O)c1ccc(F)cc1
56: Cc1ccccc1Nc1nc(N)nc(CSc2ccccc2)n1
57: Nc1ccc(-n2nncc2-c2ccccc2)cc1

assay / compound,51,52,53,54,55,56,57
TcdB GH inh,nt,nt,2.5,0.3,nt,2.4,nt
SSB-PriA inh,-4,1,-12,-8,-11,-1,nt
Rv3671c inh,1,-2,-4,5,-28,1,8
PrPC surface inh,1,23,0,-18,0,0,-3
DUSP3 inh,1,23,-6,21,2,-4,27
BH1578 lux ind,i,i,-0.3,-0.4,i,-0.1,i
MazEF act,4,-1,1,0,-2,8,3
CCHFV vOTU inh,0,-1,-1,10,0,6,-2
Y pestis TopoI,-3,5,0,-5,-7,-7,1
3CLpro inhibitor,9,-5,-1,-6,2,7,-3

Gathered by group: the entries above with an aryl methoxy group (11)
1: COc1ccc(CCNC(=O)C2CCN(C(=O)c3ccc(F)cc3)CC2)cc1
4: CCNc1nc(OC)nc(N(OC)S(=O)(=O)c2ccc(C)cc2)n1
6: COc1ccc(OCC(=O)N2CCOCC2)cc1
8: COc1cccc(CN(C)C(=O)c2cccc(S(=O)(=O)Nc3cccc(C)c3)c2)c1OC
10: COc1cc(/C=C(/NC(=O)c2ccccc2)C(=O)Nc2ccc(O)cc2)c([N+](=O)[O-])cc1OC
21: COc1ccc([C@H]2CC(=O)C=C(c3ccc(F)cc3OCc3ccccc3)C2)cc1OC
24: COc1ccc(S(=O)(=O)N2CCOCC2)cc1NC(=O)CSc1cc(C)ccc1C
29: COc1cccc(C2=CC(=O)C[C@H](c3ccc(F)cc3)C2)c1OC
34: COc1ccc(NC(C#N)c2ccccc2OCc2ccccc2)cc1 (configuration not stated)
38: C#CCN1C(=O)C(O)(CC(=O)c2cc(OC)ccc2OC)c2ccccc21 (configuration not stated)
41: COc1ccc(Br)cc1CNCCSc1nnnn1C

assay / compound,1,4,6,8,10,21,24,29,34,38,41
TcdB GH inh,-0.7,1.8,nt,1.9,13*,4.4,2.5,0.5,0.9,nt,nt
SSB-PriA inh,-6,-13,0,-7,9,-10,50*,-19,-10,-5,-12
Rv3671c inh,5,-4,-1,nt,-8,-10,nt,-9,-4,0,2
PrPC surface inh,8,4,4,2,-32,1,-5,-1,7,-8,1
DUSP3 inh,43,17,7,nt,18,nt,nt,nt,-9,48,35
BH1578 lux ind,i,i,i,-3.8,-0.7,i,i,7.1,-0.4,-0.5,i
MazEF act,-5,1,5,-6,6,-4,4,-24,-1,11,12
CCHFV vOTU inh,-6,-9,-13,15,2,6,18,6,16,-7,-2
Y pestis TopoI,8,-4,10,16,-13,25,0,-7,-3,-11,7
3CLpro inhibitor,2,-2,1,nt,-2,nt,nt,nt,-4,-2,3

From PubChem BioAssay
